FN deposition inh: fibronectin deposition inhibition; AH1F fibroblasts, Alexa488-fibronectin deposition fluorescence, overnight; inhibition, % at 12.6 µM; actives 0.086% (n = 350,000); AID 743247;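 active = mean inhibition across replicates of 30% or more, regardless of how many single replicates reach that level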;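 also: positive control wells lacked labelled fibronectin entirely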
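Schedule: 1 h cell adhesion before compound, then overnight fibronectin incubation; test system: AH1F fibroblast monolayer depositing Alexa488-labelled fibronectin into matrix; quantity: 10000 AH1F cells per well; probe or stimulus: fluorescent fibronectin at 24 nM final; signal: fluorescence, ex 485 nm, em 525 nm; evaluation: percent inhibition as loss of matrix-bound fibronectin fluorescence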
LGR2 inh: inhibitors of bursicon-induced Drosophila LGR2 receptor cAMP signaling; inhibition, % at 9.99 µM; AID 720647; actives 0.35% (n = 380,000); HEK293 LGR2, CRE-luciferase, bursicon-stimulated, 4 h;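 active = drop in luminescence signal, shown as inhibition above about 50% in the replicate tests, limit read from the data, passing the limit was not always enough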;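 also: agonist challenge used bursicon conditioned medium at about half maximal strength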
Casp6 inh: caspase-6 (human) enzyme inhibition; P55212; inhibition, % at 12.5 µM; purified caspase-6, Z-VEID-R110 cleavage fluorescence; actives 0.53% (n = 350,000);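 active = mean inhibition across replicates at least about 35%, with every replicate also reaching that limit, limit read from the data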;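 also: 0% = median of neutral control wells and 100% = no fluorescence left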
Target sequence (P55212 24-179 limits assumed): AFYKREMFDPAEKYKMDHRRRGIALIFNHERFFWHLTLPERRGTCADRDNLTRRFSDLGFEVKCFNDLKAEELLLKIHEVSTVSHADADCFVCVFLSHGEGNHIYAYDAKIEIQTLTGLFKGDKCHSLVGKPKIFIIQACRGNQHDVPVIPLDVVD
Target sequence (P55212 194-293 limits assumed): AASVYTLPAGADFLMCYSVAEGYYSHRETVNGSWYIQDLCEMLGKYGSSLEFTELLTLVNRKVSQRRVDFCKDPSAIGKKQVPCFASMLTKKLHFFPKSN
esBAF inh: blocks esBAF chromatin remodeling in mouse ES cells; Bmi1-luciferase knock-in reporter, 24 h; 100% = twice the neutral-well signal; reporter increase, % at 12.5 µM; actives 2% (n = 350,000); AID 602393; in the data active = activation above about 40%;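 also: 0% = median of the plate's neutral control wells and 100% = double that signal; a rise in the Bmi1 reporter signal indicates esBAF inhibition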
SIRT5 inh: inhibitors of human sirtuin-5 desuccinylase. Q9NXA8. Purified SirT5, succinyl-peptide AMC, trypsin-coupled fluorescence. inhibition, % at 15 µM. actives 1.1% (n = 330,000); in the data active = inhibition above about 15%
Target sequence (Q9NXA8 whole entry, looked up): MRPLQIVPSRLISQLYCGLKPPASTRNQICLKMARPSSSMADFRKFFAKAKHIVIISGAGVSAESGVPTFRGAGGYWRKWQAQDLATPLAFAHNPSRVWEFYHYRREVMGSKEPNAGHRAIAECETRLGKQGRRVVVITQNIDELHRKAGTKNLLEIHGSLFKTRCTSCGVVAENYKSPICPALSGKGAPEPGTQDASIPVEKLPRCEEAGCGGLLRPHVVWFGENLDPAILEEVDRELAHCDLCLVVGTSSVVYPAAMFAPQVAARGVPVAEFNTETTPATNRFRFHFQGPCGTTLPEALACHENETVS
S100A4 MyoIIA: inhibitors of human S100A4 binding to myosin IIA peptide | P26447 | S100A4/TAMRA-MyoIIA peptide fluorescence polarization | inhibition, % at 10.7 µM | actives 0.14% (n = 360,000);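 active = mean inhibition of at least 70% across replicates, with every replicate also reaching that level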
Target sequence (P26447 whole entry, looked up): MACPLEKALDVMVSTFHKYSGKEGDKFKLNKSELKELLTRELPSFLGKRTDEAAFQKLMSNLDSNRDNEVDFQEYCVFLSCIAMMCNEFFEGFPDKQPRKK
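assay system = human S100A4 monomer with TAMRA-labelled myosin IIA peptide | also added = labelled myosin peptide probe, 5 nM | incubation = 5 min between mix addition and reading | control set = DMSO and TFP controls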
Statin myotox sup: suppression of simvastatin myotoxicity; actives 0.78% (n = 330,000); AID 602340; rescue of ATP level, % at 7.49 µM; C2C12 myotubes + simvastatin, ATP luminescence, 48 h; scaled: DMSO 0, geranylgeraniol control 100;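 active = mean ATP rescue above about 67%, or every replicate alone reaching that limit, limit read from the data, passing the limit was not always enough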;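 also: myotubes were challenged with 10 µM simvastatin during compound exposure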
Starred values were filed as active, the others as inactive; nt = not tested or not shown. The list is partial; count on the stated rates, not on these rows.

Start of the data: the first 3 compounds (preview)
SMILES,FN deposition inh,LGR2 inh,Casp6 inh,esBAF inh,SIRT5 inh,S100A4 MyoIIA,Statin myotox sup
COCCn1c(SCC(=O)NC2CCCCC2C)nnc1-c1ccncc1 (stereo not given),-0.7,-6.9,6.8,-2.9,nt,-10.2,-1.4
Cc1ccc(S(=O)(=O)N(C)C[C@H]2OCCCC[C@H](C)Oc3ccc(NC(=O)c4ccccc4)cc3C(=O)N([C@@H](C)CO)C[C@H]2C)cc1,-12.2,3.2,-3.0,4.1,5.7,-11.5,nt
Cc1ccc(S(=O)(=O)N[C@@H](C)C(=O)N2CCC(C(=O)N[C@@H](Cc3ccccc3)C(=O)O)CC2)cc1,1.6,0.0,9.0,-3.2,0.2,4.1,-1.7

The listing, previewed entries included:
SMILES,FN deposition inh,LGR2 inh,Casp6 inh,esBAF inh,SIRT5 inh,S100A4 MyoIIA,Statin myotox sup
COCCn1c(SCC(=O)NC2CCCCC2C)nnc1-c1ccncc1 (stereo not given),-0.7,-6.9,6.8,-2.9,nt,-10.2,-1.4
Cc1ccc(S(=O)(=O)N(C)C[C@H]2OCCCC[C@H](C)Oc3ccc(NC(=O)c4ccccc4)cc3C(=O)N([C@@H](C)CO)C[C@H]2C)cc1,-12.2,3.2,-3.0,4.1,5.7,-11.5,nt
Cc1ccc(S(=O)(=O)N[C@@H](C)C(=O)N2CCC(C(=O)N[C@@H](Cc3ccccc3)C(=O)O)CC2)cc1,1.6,0.0,9.0,-3.2,0.2,4.1,-1.7
Cc1cc(C)n2nc(SCC(=O)Nc3ccc(F)cc3)nc2n1,-8.4,-12.3,-1.3,-1.8,nt,-3.7,0.4
COCc1cccc(-c2csc(C(C)(O)c3cccc(F)c3)n2)c1 (stereo not given),9.2,17.5,2.2,4.5,nt,-2.4,9.7
O=C(Nc1ccc(Cl)c(Cl)c1)Nc1nnc(CSc2ccccc2)s1,1.8,12.5,-6.8,nt,1.6,-1.6,nt
COc1ccc(NC(=O)N(C)C[C@H]2OCCCC[C@H](C)Oc3ccc(NC(=O)c4ccncc4)cc3C(=O)N([C@@H](C)CO)C[C@H]2C)cc1,3.8,-12.9,nt,-3.1,nt,nt,nt
CC(=O)c1cnc2c(-c3cccc(Br)c3)cnn2c1C,15.8,-48.5,nt,34.7,nt,nt,3.3
COc1cc(N)c(Cl)cc1C(=O)OCC(=O)N(C)C1CCCCC1,1.6,9.9,-1.8,19.9,0.5,-0.8,5.4
COc1ccc(CNC(=O)C[C@@H]2CC[C@@H]3[C@H](COc4ccc(NC(C)=O)cc4C(=O)N3C)O2)cc1,-1.6,-2.8,-1.0,-3.2,-3.7,-10.4,0.4
O=C(Cc1ccccc1)NC1CCS(=O)(=O)C1 (stereo not given),nt,-11.9,nt,14.1,nt,nt,7.3
COc1ccc(S(=O)(=O)Nc2ccc3c(c2)CC(=O)N([C@@H](C)CO)C[C@H](C)[C@H](CN(C)CC2CCCCC2)O3)cc1,nt,11.3,-2.5,-1.3,12.2,-18.8,12.0
C[C@@H]1CN([C@H](C)CO)C(=O)c2cccc(NC(=O)CCCCCC(=O)Nc3ccccc3N)c2O[C@@H]1CN(C)S(=O)(=O)c1ccc(F)cc1,nt,-12.8,nt,nt,-5.8,16.8,nt
CO[C@@H]1CN(C)C(=O)c2ccc(NC(=O)c3ccccc3F)cc2OC[C@H](C)N(CC2CCOCC2)C[C@H]1C,7.9,10.5,-0.8,3.0,-3.2,7.6,-3.5
Cc1oc(-c2cccc(F)c2)nc1CN1CCCCC1CCn1cccn1 (stereo not given),5.0,8.1,-1.5,nt,4.2,-9.7,nt
CC(C)CCn1c(N2CCc3ccccc3C2)nc2c1c(=O)[nH]c(=O)n2C,-5.4,-41.5,1.9,-9.9,-1.3,-7.3,18.2
CC1Cc2cc(S(=O)(=O)N3CCN(c4ccc(Cl)cc4)CC3)ccc2N1C(=O)C1CC1 (stereo not given),2.1,14.4,-5.9,-8.8,-3.4,-6.0,9.3
Cc1ccccc1CC(=O)Nc1ccon1,5.1,10.9,-1.6,-0.8,-2.6,-1.4,-4.6
COc1cc(/C=C2/SC(=S)N(c3c(C)n(C)n(-c4ccccc4)c3=O)C2=O)ccc1O,-1.0,8.0,0.5,nt,3.0,25.2,nt
C=CCn1c(CC(=O)OC)csc1=Nc1ccc(C(C)=O)cc1,nt,-10.6,1.7,54.9*,3.4,0.2,15.8
C[C@H](CO)N1C[C@H](C)[C@H](CN(C)Cc2ccc(-c3ccccc3)cc2)Oc2ccc(NS(=O)(=O)c3cccs3)cc2C1=O,3.7,1.6,-1.7,1.9,0.9,7.5,-1.0
CC(C)NC(=O)Nc1cccc2c1O[C@H](CN(C)S(=O)(=O)c1ccc(Cl)cc1)[C@@H](C)CN([C@@H](C)CO)C2=O,nt,-18.4,-1.3,-0.1,-3.7,12.5,-6.9
O=C(/C=C/[C@H]1O[C@@H](n2ccc(=O)[nH]c2=O)[C@H](O)[C@@H]1O)NCc1ccccn1,-1.2,-18.2,2.5,-0.9,-2.2,-2.1,-4.7
CCn1c2ccccc2c2nnc(SCC(=O)Nc3c(C)n(C)n(-c4ccccc4)c3=O)nc21,9.4,nt,nt,-4.2,nt,nt,-7.5
CCCNC(=O)NC[C@@H]1[C@H](c2ccc(C3=CCCC3)cc2)[C@H](CO)N1C(=O)CC,6.1,3.9,-5.3,-1.5,6.4,-8.2,-5.9
COc1ccc(CN(C)C[C@@H]2Oc3ccc(NS(=O)(=O)c4ccc(C)cc4)cc3CC(=O)N([C@H](C)CO)C[C@@H]2C)cc1,nt,1.5,0.2,-7.2,8.1,3.5,12.2
CCC(=O)NC(Nc1ccccn1)(C(=O)OC)C(F)(F)F (stereo not given),2.2,21.9,nt,-3.8,nt,nt,-6.4
CN1C(=O)c2cc(NC(=O)c3cnccn3)ccc2OC[C@H]2O[C@H](CC(=O)O)CC[C@H]21,-10.6,8.7,-2.9,-4.3,-1.8,9.8,-11.4
COc1ccc(CCNC(=O)/C=C/c2ccc(S(=O)(=O)N3CCOCC3)cc2)cc1,2.5,-11.1,-1.0,-1.8,-2.5,-0.7,-19.2
CO[C@@H]1CN(C)C(=O)c2cc(NC(=O)c3ccc(F)cc3)ccc2OC[C@@H](C)N(C(=O)CC2CC2)C[C@@H]1C,-0.2,-11.1,nt,1.4,nt,nt,14.5
CC(C)NC(=O)N1[C@H](CO)[C@@H](c2ccccc2)[C@H]1CN(C)C(=O)c1ccncc1,-19.0,-5.3,nt,4.0,nt,nt,2.1
CCc1ccc(Nc2nc(N)nc(CSc3nc4ccccc4s3)n2)cc1,nt,5.3,nt,0.6,nt,nt,4.7
CCOC(=O)CSC1=N/C(=C/c2ccc(-n3cncn3)cc2)C(=O)N1C(C)=O,4.0,5.7,-1.6,0.3,-2.4,-2.6,-6.9
O=C1CN(C(=O)CSc2nc3cc(Cl)ccc3c(=O)n2Cc2ccccc2)c2ccccc2N1,nt,9.9,-0.1,nt,-3.4,0.4,nt
CCCN=C(N)/C(C(=O)OCC)=C(\O)c1ccc(OC)cc1,6.6,4.8,nt,8.2,nt,nt,8.2
CCC(CO)Oc1cc(NCc2ccc(C(F)(F)F)cc2)c2ncn(C(C)C)c2c1 (stereo not given),8.9,-5.8,2.4,-12.5,0.7,-9.1,-8.9
CN1CC[C@@H]2C(=O)N3CCc4ccc(Br)cc4[C@@H]3C[C@@H]21,-2.3,8.5,22.2,-9.4,-6.5,-13.3,10.0
COc1ccccc1CNC(=O)COC(=O)c1ccc(C)c(S(=O)(=O)N2CCOCC2)c1,0.6,2.4,-1.1,-5.9,1.5,-15.8,-1.6
Cc1ccc(CN2C3CCCC2CC(NC(=O)c2ccc(C)cc2)C3)cc1 (stereo not given),-11.0,-1.3,-1.2,nt,-2.3,17.7,nt
CCOC(=O)C1(Cc2cccc(Cl)c2)CCCN(C(=O)c2ccoc2C)C1 (stereo not given),-0.8,-2.8,3.8,2.3,-2.4,-2.0,-14.3
COC(=O)c1cc(S(=O)(=O)NCC2CCN(Cc3ccc(C)cc3)CC2)cn1C,0.3,-16.5,-15.8,1.8,-2.5,-7.8,-8.2
CCCC#Cc1ccc2c(c1)O[C@H](CN(C)C(=O)C1CC1)[C@H](C)CN([C@@H](C)CO)S2(=O)=O,nt,-13.1,-3.6,-5.5,-0.8,-2.9,-14.4
C[C@@H]1CN([C@H](C)CO)C(=O)c2cccc(NC(=O)c3cnccn3)c2O[C@H]1CN(C)Cc1ccc(C(=O)O)cc1,nt,-6.1,-2.9,-3.5,-0.1,-4.0,nt
O=C(OCCO)c1c(-c2ccccc2)oc2c1C(OCCO)CCC2 (stereo not given),nt,-12.8,1.2,nt,-2.3,-5.6,nt
COC(=O)N/N=C/C1=CCC2CC1C2(C)C (stereo not given),-5.2,5.2,-2.8,2.7,-2.7,4.0,0.3
N#C[C@H]1[C@@H](c2ccccc2-c2cccc(F)c2)[C@@H](CO)N1C(=O)C1CCOCC1,-15.0,7.2,-1.5,nt,-1.3,-4.7,nt
COCCn1ccc(O)c(Cc2ccccc2)c1=O,nt,5.9,nt,-2.4,nt,nt,3.9
CN(Cc1cccc(F)c1)C(=O)C(c1ccccc1)c1ccccc1,-1.2,-9.8,-1.8,-3.8,-9.1,-1.4,-8.0
C/C(=N\Nc1ncc(Br)cn1)c1cccc([N+](=O)[O-])c1,-7.3,nt,1.6,13.2,0.3,0.0,-6.3
C[C@H](CO)N1C[C@H](C)[C@H](CN(C)S(=O)(=O)c2ccccc2)Oc2ncc(C#Cc3ccccc3F)cc2C1=O,nt,6.1,-0.5,-0.9,-0.1,29.6,nt
COc1ccccc1CNC(=O)/C(C#N)=C/c1ccc(OC)c(OC)c1OC,1.8,7.9,-2.3,-1.8,0.6,-0.4,-4.4
COc1ccc(Cn2nnc3c(=O)[nH]c(C4CCN(S(=O)(=O)c5ccc(C)cc5)CC4)nc32)cc1,-2.6,-6.5,1.1,-2.2,-2.3,8.8,-0.3
CC(C)N(Cc1ccccc1)S(=O)(=O)c1ccc(F)cc1,-4.5,5.8,-1.6,-46.9,-1.1,-2.4,-25.7
C[C@@H]1CN([C@H](C)CO)C(=O)c2cccc(NC(=O)Nc3ccc(F)cc3)c2O[C@H]1CN(C)C(=O)Nc1ccc(F)cc1,nt,0.0,nt,4.1,-0.1,-4.8,12.3
On1c(-c2ccccc2Cl)nc2ncccc21,2.3,-5.2,-2.5,-4.8,-0.7,-24.0,-8.7
Cc1cc(/C=N/Nc2ccc([N+](=O)[O-])cn2)c(C)n1-c1cccc(C(=O)O)c1,-2.3,-5.5,40.7*,nt,17.7*,-0.8,nt
CN(C)CCCNC(=S)N(CCO)Cc1cc2cc3c(cc2[nH]c1=O)OCO3,1.2,nt,-28.7,-6.4,2.3,-1.4,14.5
COc1ccc(CNC(=O)C[C@H]2CC[C@H](NS(=O)(=O)c3cccc(OC)c3)[C@H](CO)O2)cc1,nt,6.3,-1.4,-1.3,0.4,23.3,4.1
CCC(=O)N1CC2(C1)[C@@H](c1ccccc1)[C@@H](CO)N2CC1CC1,-9.2,3.2,4.3,nt,-0.3,-16.0,nt
CN1CCN(C(=S)c2ccc([N+](=O)[O-])cc2)CC1,-3.5,-3.2,-6.8,nt,-1.1,-3.8,nt
CCNC(=O)C1(C)CCCN(C(=O)c2ccc(OC)c(F)c2)C1 (stereo not given),0.0,10.8,-0.3,-5.2,nt,1.1,-3.0
O=C(Nc1ccc(Cl)cn1)C1CCCN(c2ncnc3c2nc2n3CCCCC2)C1 (stereo not given),-6.6,-5.4,6.7,-2.7,-0.2,-0.3,5.9
